Bioassay records deposited in PubChem by NCI.
All columns: NCI-60 one-dose screen, growth in % after 48 h at 10 µM unless noted; 100 = growth as untreated, 0 = no growth, -100 = all killed.
HL-60(TB) = HL-60(TB) leukemia cells | hit rate 9% among 78,000; active means growth percent below 10
* marks the source's active call; other numbers are inactive results; & = joins results of further samples.

SMILES | HL-60(TB)
CC1(C)CC(=O)C2=C(C1)N(CCc1ccc(S(N)(=O)=O)cc1)C1=C(C(=O)CC(C)(C)C1)C2c1ccc(Cl)cc1 | 100
O=C(Nc1ccc(CO)cc1)c1ccccc1Nc1ccnc(C(F)(F)F)c1 | 98
CCc1c2cc(C(F)(F)F)ccc2n2cc(Cc3ccccc3)[nH]c(=O)c12 | 93
Cc1c(C=NCCN2CCCCC2)c(=O)n2c([nH]c3ccccc32)c1C#N | 91
Cc1ccc(/C=C(/C#N)n2nnc3cccc(F)c32)cc1 | -18*
CN(C)CCN(Cc1ccccc1)c1ccccc1 | 87
O=C(/C=C/c1c[nH]c2ccc(Br)cc12)c1ccccc1 | 11
O=C(NNc1nc2cc(F)c(F)cc2n2cccc12)c1ccncn1 | 0.1*
CC(C)(C)n1cc(-c2ccnc(NCCCNS(=O)(=O)c3ccc(C(F)(F)F)cc3)n2)c(-c2ccc(Cl)c(O)c2)n1 | 97
CCCCC1COc2cccc3c2N1C=C/C3=C\C(=O)N(C)c1ccc(Cl)cc1 (configuration not stated) | 101
CC(C)C1=CC23CCC4C(C)(C(=O)O)CCCC4(C)C2CC1C1C(=O)C=CC(=O)C13 (configuration not stated) | 95
CCCCOCC1OC1COCCCC (configuration not stated) | 93
NS(=O)(=O)c1ccc(-n2ncc3c(NC4CCCCC4)ncnc32)cc1 | 71
COc1ccc(/C=C2\CCCC3=C2NC(C)=NC3c2ccc(OC)cc2)cc1 (configuration not stated) | 90
Clc1ccc(CN2CCO[C@H](COc3cccc(Cl)n3)C2)cc1 | 105
CC(C)C1=C[C@@]23CC[C@H]4C(C)(COC(=O)c5ccco5)CCC[C@]4(C)[C@H]2C[C@@H]1[C@@H]1[C@H]3[C@@H](OC(=O)c2ccco2)CC[C@@H]1OC(=O)c1ccco1 (some centres not stated) | 94
Cc1ccc(N=NC(C#N)C#N)c(C)c1 | 102
CN(C(=O)c1ccc(C(C)(C)C)cc1)c1sc2c(c1C#N)CCC(=O)C2 | 52
COc1ccc2[nH]cc(C3(c4c[nH]c5ccc(OC)cc45)C(=O)Nc4ccc(F)cc43)c2c1 | -40*
Cc1cc2c(cc1C)Nc1sc(N)nc1C(=O)N2 | 102
O=[N+]([O-])c1cc(Cl)ccc1Cl | 76&84
COC(=O)CCC(C(=O)CN1C(=O)c2ccccc2C1=O)N1C(=O)c2ccccc2C1=O (configuration not stated) | 83&110
O=C(Nc1ccc(OS(=O)(=O)Cc2ccccc2)cc1)C12CC3CC(CC(C3)C1)C2 | 61
Cc1c(/C=C/[N+](=O)[O-])ccc2c1[nH]c1ccccc12 | 67
COc1cc(OC)c(C2C(Cl)C(=O)N2Nc2ncnc3ccccc23)cc1OC (configuration not stated) | 108
C=CCn1cccc1CNc1ccccc1OC | 104
O=C(Oc1ccccc1C(=O)O)c1ccccc1O | 92
Cc1ccc(NC(=O)Oc2ccccc2)cc1S(=O)(=O)F | 90
CC(=O)NC(Cc1ccccc1)C(=O)Oc1ccc2ccccc2c1 (configuration not stated) | 83&110
COc1ccc(/C=C2\N=C(c3ccccc3)N(CCc3cccs3)C2=O)cc1 | 90
CNCCCNc1nc2ccccc2c2c(=O)c3cc(F)ccc3sc12 | -5.1*
CCOC(OCC)C(=O)N1CCCCC1 | 95
O=c1cc(C2NNC(=S)N2)c2c(ccc3ccccc32)o1 (configuration not stated) | 99
COc1ccc(CCc2ccnc3ccccc23)cc1 | 85
Cc1ccc2nc(Sc3cnc(N)s3)n(-c3ccccc3)c(=O)c2c1 | 114
O=S(=O)(O)c1cc(O)c2c(O)cc(S(=O)(=O)O)cc2c1 | 95
Cc1cc2c(s1)CCCC1CC(=O)N(CN3CCN(C)CC3)N=C21 (configuration not stated) | 97
O=C(O)/C=C\CCCCCCCCC(=O)O | 93
C/C=C(\C)C(C(=O)NC1CCCCC1)N(C(=O)C1CCc2cc(F)ccc2O1)c1ccc(Br)cc1 (configuration not stated) | 94
CCCCCCC1CCCCN1C(c1ccccc1)C(O)c1ccccc1 (configuration not stated) | 81
OCCSc1ccccc1 | 121
COc1cc(NC(=O)Nc2cnc(Nc3ccc(N4CCOCC4)cc3)nc2Oc2cccc(OC)c2)cc(OC)c1 | 23
CN(C)CP(=O)(O)CCc1ccccc1 | 124
Cc1cc(Cl)nc(N(CCCNc2ccnc3cc(Cl)ccc23)Cc2ccccn2)n1 | 12
C=C(C)C1CCC2(C(=O)O)CCC3(C)C(CCC4C5(C)CCC(O)C(C)(C)C5CCC43C)C12 (configuration not stated) | -40*
COC(=O)CSSCc1ccc([N+](=O)[O-])cc1 | 96
COc1ccc(/C=N/N(C)C(=O)Nc2cccc(Cl)c2)cc1OC | 98
N#Cc1c(Nc2ccccc2)nn2c(-c3ccco3)ccnc12 | 84
CCCCCCc1cn(C(C)c2ccc(OC3CCCC3)c(OC)c2)nn1 (configuration not stated) | 96
CC1CN1P(=O)(c1ccccc1)N1CC1C (configuration not stated) | 110
N#CC1(Nc2cccc(Cl)c2)CCCC1 | 110
C[N+](C)([O-])Cc1ccccc1 | 98
O=C(OCCc1ccccc1)c1ccccc1 | 99
COc1cc2c(cc1OC)C1CC(=O)C(CC(C)C)CN1CC2 (configuration not stated) | 101
N#Cc1c(N=Cc2ccc(N3CCN(c4ccccc4)CC3)cc2)oc(-c2ccccc2)c1-c1ccccc1 | 94
[N-]=[N+]=NC(=O)c1cc(=O)[nH]c(=O)[nH]1 | 105
O=C(/C=C1\C=CN(CCCCF)c2ccccc21)n1ccc2ccccc21 | 121
CC(C)CCCC(=O)CCCCCCC(=O)CCN(O)C(=O)C(N)CO (configuration not stated) | 59
COc1ccc(N)c(N)c1 | 85
CCCC1CCCCC1Br (configuration not stated) | 107

Other structures.
SMILES | HL-60(TB)
Cc1nc(C)c(-c2nn3c(-c4cccc(F)c4)nnc3s2)s1 | 107
c1ccc(OP2OCCO2)cc1 | 119
Cc1c2ccccc2nc(CSc2ccc(Cl)cc2)[n+]1[O-] | 112
C[C@]12CC[C@@H]3c4ccc(O)cc4CC[C@H]3[C@@H]1CC[C@@H]2NS(=O)(=O)c1ccc(C(F)(F)F)cc1 | 20
Fc1ccc(NC(=S)NN=C(c2ccccc2)c2ccccc2)cc1 | 91
CCN(Cc1cccc(CN(CC)C(=O)C(Cl)Cl)c1)C(=O)C(Cl)Cl | 108
CN(C)c1cccc2[nH]c(-c3[nH]ncc3Nc3ccnc(N)n3)nc12 | -43*
N#Cc1ccc(C(=O)C[n+]2cn(CCC(=O)Nc3cccc4cccnc34)c3ccccc32)cc1 | 116
CN1CCCN(C(=S)S)CC1 | 96
CC[C@]12C=CCN3CC[C@@]4(c5cc(C#CCNc6ccc(C)c(Nc7nccc(-c8cccnc8)n7)c6)c(OC)cc5N(C)[C@H]4[C@@](O)(C(=O)OC)[C@@H]1OC(C)=O)C32 (some centres not stated) | 31
NS(=O)(=O)c1ccc(CN/C=C/C(=O)c2cc3cc(Br)ccc3oc2=O)cc1 | 100
COC(=O)c1cncc(C)c1 | 77
O=c1c2c3c(sc2n2c(/C=C/c4ccc(Br)cc4)nnc2n1Cc1ccccc1)CCCC3 | 52
CSc1nc(NCCN2CCOCC2)c(C#N)c(-c2cccc([N+](=O)[O-])c2)n1 | 100
Cn1ncc(CC(=O)O)c1-n1nnc2cc(Cl)ccc2c1=O | 97
O=C(c1ccccc1)c1ccc(OCC2CO2)cc1 (configuration not stated) | 91
O=C1NC2NC(=NCCN3CCOCC3)NC2N1 (configuration not stated) | 101
C=CC(=O)Nc1cccc(-c2nc(SC)nc(NCCCN(CC)CC)c2C#N)c1 | 112
COC(=O)[C@@H](C)C[C@H](Cc1ccccc1)NC(=O)c1csc(CC[C@H](C(C)C)N(C)C(=O)[C@@H](NC(=O)[C@H]2CCCCN2C)C(C)C)n1 | -34*
COc1cc(/C=N/N2CCCCC2)cc(OC)c1OC | 91
O=C1/C(=C\c2ccc(Cl)cc2)N=C(c2cnccn2)N1c1cccc2cccnc12 | 124
COc1ccc(C(=O)/C=C/c2ccc3c(c2)OCO3)cc1OC | 98
O=C(CCC(=O)c1nc2ncccc2[nH]1)NN1C(=O)CSC1c1ccc(Br)cc1 (configuration not stated) | 100
O=C1c2cccc3cccc(c23)C(=O)N1Nc1nc(N2CCOCC2)nc(N2CCN(c3ccccc3)CC2)n1 | 56

3 entries from above, sorted by molar mass, rising.
SMILES | HL-60(TB)
Cc1ccc2nc(Sc3cnc(N)s3)n(-c3ccccc3)c(=O)c2c1 | 114
COc1ccc(/C=C2\N=C(c3ccccc3)N(CCc3cccs3)C2=O)cc1 | 90
COc1ccc2[nH]cc(C3(c4c[nH]c5ccc(OC)cc45)C(=O)Nc4ccc(F)cc43)c2c1 | -40*

Further records follow.
SMILES | HL-60(TB)
CC[C@H](C)[C@H](NC(=O)[C@H]1CCCCN1C)C(=O)N(C)[C@H](CCc1nc(C(=O)N[C@@H](Cc2ccccc2)C[C@H](C)C(=O)O)cs1)C(C)C | -35*
CCOC(=O)CCC1CCCCC1=O (configuration not stated) | 110
CCCCCCCSc1nnc(-c2c(C)nc3ccc(C)cn23)o1 | 104
COc1cc(C(=O)/C=C/c2c(-c3ccc(F)cc3)nc3sc(C)nn23)cc(OC)c1OC | 90
O=C(CN1CCN(c2ccccc2F)CC1)Nc1ccc(C(F)(F)F)cc1[N+](=O)[O-] | 65
CCN1C(=O)N(CC)C2C1NN=c1s/c(=C\c3ccccc3F)c(=O)n12 (configuration not stated) | -48*
C[C@@]1(C(=O)Nc2ccc(F)nc2)CCCN1c1nc(Nc2cc(C3CC3)[nH]n2)c2cccn2n1 | 9.7*
CCN1CCN(c2nc(NCCCNc3ccnc4cc(Cl)ccc34)c3ccccc3n2)CC1 | -51*
COc1cc(/C=C\c2c(-c3cccs3)nc3sccn23)cc(OC)c1OC | 90
CCCCc1ccc(C2=C(Cl)C(=O)C(c3ccc(CCCC)cc3)=C(Cl)C2=O)cc1 | 60
CC(C)CCC1(CCO)C(=O)NC(=S)NC1=O | 98
O=C(Nc1ccc(Br)cc1)c1ccccc1 | 52

4 consecutive compounds already listed, quoted:
SMILES | HL-60(TB)
CC[C@H](C)[C@H](NC(=O)[C@H]1CCCCN1C)C(=O)N(C)[C@H](CCc1nc(C(=O)N[C@@H](Cc2ccccc2)C[C@H](C)C(=O)O)cs1)C(C)C | -35*
CCOC(=O)CCC1CCCCC1=O (configuration not stated) | 110
CCCCCCCSc1nnc(-c2c(C)nc3ccc(C)cn23)o1 | 104
COc1cc(C(=O)/C=C/c2c(-c3ccc(F)cc3)nc3sc(C)nn23)cc(OC)c1OC | 90

Remaining list, next part
SMILES | HL-60(TB)
CC1=C(c2cc(-c3ccccc3O)c(C#N)c(=O)[nH]2)C(c2ccccc2)NC(=S)N1 (configuration not stated) | 88
NS(=O)(=O)c1ccc(CCn2c(SCc3ccc(F)cc3)nc3ccccc3c2=O)cc1 | 90
CC1(C)CC[C@]2(C(=O)O)CC[C@]3(C)C(=CC[C@@H]4[C@@]5(C)C/C(=C/c6cccnc6)C(=O)C(C)(C)[C@@H]5CC[C@]43C)[C@@H]2C1 | 99
COc1c(Cl)c(Cl)cc(Cl)c1Cl | 110
C=CCOC(=O)C1=C(C)NC2=C(C(=O)CC(C)(C)C2)C1c1ccccc1 (configuration not stated) | 82
Cc1cc(/C=C/c2ccc(C(F)(F)F)cc2)c2ccccc2n1 | 24
Nc1ccccc1O | 55
CCOc1ccc2c(c1)CC[C@@H]1[C@@H]2CC[C@]2(C)[C@@H](O)[C@@H](O)C[C@@H]12 | 97
CNC(=O)c1c(NC(=O)c2cccc(C(F)(F)F)c2F)sc2c1CCC(=O)C2 | 4.4*
COc1ccc(-c2nn(-c3ccccc3)cc2/C=C2\SC(=O)NC2=O)cc1 | 88
CC(Oc1c(Cl)cc(Cl)cc1Cl)C(=O)O (configuration not stated) | 68
O=C(/C=C/c1cc(CN2CCOCC2)c(O)c2ncccc12)c1cc(CN2CCOCC2)c(O)c2ncccc12 | 22

Quoted from the listing.
`NS(=O)(=O)c1ccc(CCn2c(SCc3ccc(F)cc3)nc3ccccc3c2=O)cc1` in HL-60(TB) → 90
`CNC(=O)c1c(NC(=O)c2cccc(C(F)(F)F)c2F)sc2c1CCC(=O)C2` in HL-60(TB) → 4.4*
`C=CCOC(=O)C1=C(C)NC2=C(C(=O)CC(C)(C)C2)C1c1ccccc1` (configuration not stated) in HL-60(TB) → 82

(more compounds)
SMILES | HL-60(TB)
O=CNNc1ccccc1 | 85
Cc1ccc2oc(=O)cc(CSc3nc4ccc([N+](=O)[O-])cc4[nH]3)c2c1 | 108
CCOc1ccc(-n2nc(C(=O)Nc3ccccc3OC)nc2-c2cc(OC)c(OC)c(OC)c2)cc1 | 73
COc1ccc(Cl)cc1C(=O)NCCc1ccc(S(=O)(=O)NC(=O)NC2CCCCC2)cc1 | 103&121
COc1cc(/C=C/C(/C=C/c2cc(OC)c(OC)c(OC)c2)n2ccnc2)cc(OC)c1OC | 71
Nc1nc(-c2ccccc2)cs1 | 115&19
CCOC(=O)C1[C@@H]2C(=O)N(c3ccccc3)C(=O)[C@@H]2[C@H](c2nc[nH]c2C)N1Cc1ccccc1 (some centres not stated) | 114
Cc1cc(Br)ccc1-n1cc(C#N)c(N)c1C(=O)c1ccc(Cl)cc1 | 115
COc1ccc(CNC(=O)Nc2cnc(Cl)nc2Oc2cccc(C(F)(F)F)c2)cc1 | 57
COc1cc(C(=O)N2CC[C@@H](O)[C@@H](N)C2)cc2nc(-c3cc4ccccc4n3CC3CC3)n(C)c12 | 91
O=C(Nc1ccc(-n2cc(-c3ccncc3)c(-c3ccc(O)c(Cl)c3)n2)cc1)c1ccc(Cl)c(C(F)(F)F)c1 | 11
Nc1cc(OCC(=O)O)c(Cl)cc1Cl | 106
C/C=N\C(N)=S | 99

Retrieved one by one from the entries so far:
SMILES | HL-60(TB)
Nc1ccccc1O | 55
COC(=O)[C@@H](C)C[C@H](Cc1ccccc1)NC(=O)c1csc(CC[C@H](C(C)C)N(C)C(=O)[C@@H](NC(=O)[C@H]2CCCCN2C)C(C)C)n1 | -34*
COc1ccc(/C=N/N(C)C(=O)Nc2cccc(Cl)c2)cc1OC | 98
OCCSc1ccccc1 | 121
COc1ccc(N)c(N)c1 | 85
CN(C)c1cccc2[nH]c(-c3[nH]ncc3Nc3ccnc(N)n3)nc12 | -43*

This is a subset; count on the stated rates, not on these rows.
